High-throughput results from PubChem BioAssay.
KLK7 zymogen act – proKLK7 zymogen activators, primary screen, biochemical, fluorescence intensity; purified proKLK7, EDANS-DABCYL substrate fluorescence; 100% is mature enzyme control, 0% vehicle; Kallikrein-7 (Homo sapiens), P49862; activation, % at 7 µM; actives 0.9% (n = 370,000);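 active = activation above the mean of all tested compounds plus 3 SD, computed per campaign excluding outliers beyond control limits, cut at about 13% in these data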
Target sequence (P49862 whole entry, looked up): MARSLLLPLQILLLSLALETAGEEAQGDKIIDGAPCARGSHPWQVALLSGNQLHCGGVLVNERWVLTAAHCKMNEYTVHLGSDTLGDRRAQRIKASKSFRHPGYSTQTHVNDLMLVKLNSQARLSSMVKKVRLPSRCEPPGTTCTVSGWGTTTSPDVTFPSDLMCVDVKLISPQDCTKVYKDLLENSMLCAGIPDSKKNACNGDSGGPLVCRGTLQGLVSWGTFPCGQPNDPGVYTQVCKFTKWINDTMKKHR
ASAP1 inh – inhibitors of human ASAP1 ArfGAP activity, primary screen, biochemical, fluorescence polarization. ASAP1-stimulated ARF1 GTP hydrolysis, GDP FP detection. AID 624377, 2012. Arf-GAP with SH3 domain, ANK repeat and PH domain-containing protein 1 (Homo sapiens), …. inhibition, % at 16.5 µM. actives 0.19% (n = 360,000); in the data active = inhibition above about 25%;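 also: 0% = vehicle with enzyme and substrate and 100% = no enzyme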
ARFGAP1 inhibitor – inhibitors of rat ARFGAP1 GAP activity, primary screen, biochemical, fluorescence polarization, GDP tracer. Arfgap1-stimulated ARF1 GTP hydrolysis, GDP FP detection. ADP-ribosylation factor GTPase-activating protein 1 (Rattus norvegicus), Q62848. actives 0.26% (n = 360,000). inhibition, % at 16.5 µM;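 active = inhibition above a per-plate limit, mean inhibition of low control wells plus 3 SD, cut at about 25% in these data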;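 also: 0% = DMSO wells with enzyme and 100% = wells lacking Arfgap1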
Target sequence (Q62848 1-136 limits assumed): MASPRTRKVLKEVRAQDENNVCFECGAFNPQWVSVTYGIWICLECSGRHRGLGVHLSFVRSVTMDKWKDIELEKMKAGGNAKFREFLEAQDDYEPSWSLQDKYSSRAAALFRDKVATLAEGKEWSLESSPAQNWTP
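system = rat Arfgap1 catalytic domain, aa 1-136 | technique = FP, GDP Alexa 633 tracer displaced from anti-GDP antibody, 620/688 nm | compound = one concentration, 16.5 µM, DMSO 1.26% | medium = HEPES-based buffer, pH 7.5 | timing = compound-enzyme preincubation 20 min, reaction 120 min, detection 60 min, 25 °C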
PLCb3 inh – human PLC-beta3 inhibitors, primary screen, biochemical, fluorescence; Purified PLC-beta3, fluorogenic substrate; inhibition, % at 12.2 µM; actives 0.18% (n = 370,000); in the data active = inhibition above about 11%;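 also: 0% = median of compound wells on plate and 100% = full blocker control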
Rev-erbA mod – modulators of Rev-erb alpha DNA binding, primary screen, biochemical, FITC-DNA, fluorescence polarization, uHTS | Rev-erbα–FITC-DNA binding, 90 min | actives 0.79% (n = 370,000) | AID 1259318, 2017 | activity, % at 10 µM;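 active = activity above about 14%, limit read from the data; passing the limit was not always enough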;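 also: 0% = DMSO wells with 35 nM protein and 100% = DMSO wells with 750 nM protein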
sPLA2-III inh – human group III sPLA2 inhibitors, primary screen, biochemical, QFRET, BODIPY PC-A2 liposome substrate | Group 3 secretory phospholipase A2 (Homo sapiens), Q9NZ20 | inhibition, % at 12.2 µM | actives 0.56% (n = 370,000) | QFRET BODIPY PC-A2 liposome hydrolysis, fluorescence | AID 743126, 2013;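 active = inhibition above mean plus 3 SD of compounds lying within the high and low control bounds, cut at about 19% in these data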;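 also: 0% = median of test compound wells and 100% = no enzyme DMSO wells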
Target sequence (Q9NZ20 whole entry, looked up): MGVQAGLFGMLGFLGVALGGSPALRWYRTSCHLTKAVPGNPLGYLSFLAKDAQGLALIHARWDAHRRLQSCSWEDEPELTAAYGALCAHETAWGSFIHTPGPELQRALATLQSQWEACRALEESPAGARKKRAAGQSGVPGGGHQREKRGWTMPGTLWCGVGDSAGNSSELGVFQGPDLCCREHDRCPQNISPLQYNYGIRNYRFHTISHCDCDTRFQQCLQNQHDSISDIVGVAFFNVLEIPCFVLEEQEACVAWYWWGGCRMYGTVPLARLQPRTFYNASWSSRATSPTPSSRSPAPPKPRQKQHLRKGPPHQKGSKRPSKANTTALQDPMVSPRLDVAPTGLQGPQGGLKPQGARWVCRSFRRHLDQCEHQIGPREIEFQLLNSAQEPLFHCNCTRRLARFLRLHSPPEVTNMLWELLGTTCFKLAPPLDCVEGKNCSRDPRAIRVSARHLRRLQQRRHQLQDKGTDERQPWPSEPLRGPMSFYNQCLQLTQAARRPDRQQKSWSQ
UHRF1 binding – UHRF1 methylated DNA binding inhibitors, primary screen, counter-screen for MBD2 inhibitor project, biochemical, TR-FRET, human UHRF1, single concentration; inhibition, % at 4.4 µM; UHRF1 binding to methylated oligo; E3 ubiquitin-protein ligase UHRF1 (Homo sapiens), Q96T88; actives 0.75% (n = 370,000); in the data active = inhibition above about 21%;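 also: UHRF1 SRA domain binding a hemimethylated CpG hairpin DNA probe; 0% = median of test compound wells and 100% = reference inhibitor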
PLCg1 inh – PLC-gamma1 enzyme inhibitors, primary screen, biochemical, fluorescence, purified enzyme | inhibition, % at 12.2 µM | 1-phosphatidylinositol 4,5-bisphosphate phosphodiesterase gamma-1 (Homo sapiens), P19174 | actives 0.84% (n = 370,000) | fluorogenic substrate; in the data active = inhibition above about 9.5%
DDE Tn6 FP inh – inhibitors of Tn6 peptide binding to fibrin DD(E), primary screen, biochemical, fluorescence polarization, human fibrin, Tn6 probe; inhibition, % at 8.3 µM; actives 0.21% (n = 370,000); Fibrinogen beta chain (Homo sapiens), P02675; Fibrin DD(E) TRITC-Tn6 fluorescence polarization displacement;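 active = inhibition above a per-campaign cutoff: mean of compounds within control limits plus 3 SD, cut at about 15% in these data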;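 also: 0% = median of all compound wells on the plate and 100% = blocking peptide control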
Tn7 DDE FP – inhibitors of Tn7 peptide binding to fibrin DD(E), primary screen, biochemical, fluorescence polarization, human fibrin, Tn7 probe; AID 720508, 2013; FP displacement of FITC-Tn7 peptide from fibrin DD(E); 0% = median of compound wells per plate; inhibition, % at 8.3 µM; actives 0.13% (n = 370,000); Fibrinogen beta chain (Homo sapiens), P02675;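 active = inhibition above the mean of compounds falling within the control limits plus 3 SD of them, cut at about 14% in these data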;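 also: 0% = plate median of compound wells and 100% = 10 µM Aha-Tn7 peptide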
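Assay system: Fibrin-DD(E) protein isolated from polymerized human fibrin clots; read-out basis: percent inhibition; medium: Tris/NaCl/CaCl2 buffer, pH 7.8; signal: FP measurement; incubation: 10 min plus 3 h, room temperature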
* hit, by the source's call; i = inactive; / = no result given; & = joins results of further samples.

SMILES	KLK7 zymogen act	ASAP1 inh	ARFGAP1 inhibitor	PLCb3 inh	Rev-erbA mod	sPLA2-III inh	UHRF1 binding	PLCg1 inh	DDE Tn6 FP inh	Tn7 DDE FP
CCc1cc(C(=O)N2CCCC(Nc3ccc(F)c(F)c3)C2)n(C)n1 (centres undefined)	0.3	-7	-4	-9	3	1	1	-1	0	1
O=C(CCS(=O)(=O)c1ccccc1)NCc1ccccc1	1.3	-11	6	-3	2	5	-3	-2	2	3
O=C(COC(=O)C1CC1)Nc1nc(-c2ccc(F)c(F)c2)cs1	0.5	5	0	-7	2	-6	-2	7	-5	-2
Cc1cccc(NS(=O)(=O)c2nnc(NC(=O)c3ccc(C)c(C)c3)s2)c1	-0.3	2	-17	-22	-6	-35	0	-13	-6	0
CC(C)CNC(=O)CSc1nc2scc(-c3ccccc3)c2c(=O)[nH]1	0.1	10	-3	-10	-2	-21	-4	-7	-6	-4
CCOc1cc(/C=N/NC(=O)COc2ccc(C)cc2)ccc1OC(=O)c1cccs1	0.1	16	10	4	0	3	-3	1	-6	8
Cc1ccc(C(=O)OCc2nnc(-c3ccccc3)o2)cc1S(=O)(=O)N1CCOCC1	-0.5	3	10	-7	5	19	-1	-3	4	4
CCCCN(CCCC)CC(O)CN(c1cc([N+](=O)[O-])ccc1OC)S(=O)(=O)c1ccccc1 (centres undefined)	0.2	-3	-1	5	7	-6	-1	4	-2	-2
Cc1nn(C(C)C(=O)O)c(=O)c2ccccc12 (centres undefined)	0.3	2	3	0	-1	2	0	-1	7	5
CCOC(=O)c1ccc(NC(=S)N(CCCN2CCCC(C)C2)Cc2ccco2)cc1 (centres undefined)	0.3	-8	5	-3	-2	2	1	0	-1	6
CS(=O)(=O)N(CC(=O)NCCSCc1ccco1)c1ccc(Cl)cc1	-0.4	16	4	-2	3	-1	3	2	-5	-6
CCOc1ccc(CNC(=O)C2Cc3cc(S(=O)(=O)N4CCCC4)ccc3N2C(C)=O)cc1 (centres undefined)	0.3	7	24	-4	-3	5	-1	-1	1	-6
Cc1cc(C(=O)N2CCCC(Nc3ccc(C(C)C)cc3)C2)nn1C (centres undefined)	0.4	-1	6	-5	0	2	0	2	2	1
Cc1nn(-c2ccccn2)c2c1C(=O)CC(C)(C)C2Br (centres undefined)	0.1	-3	-11	-6	-4	-4	-1	0	2	-2
CCOc1cc(-c2nc(C)c(C(C)=O)n2O)ccc1OCC(=O)Nc1cccc(C)c1	0.2	-6	-5	-6	0	-23	0	2	-1	-5
Cc1ccc(C)c(-n2cc(CN3CCCN(C=O)CC3)c(-c3ccccc3)n2)c1	-0.9	1	4	-2	4	6	1	7	-7	-3
Cn1c(=O)c2c(nc(Br)n2CC(=O)c2cccs2)n(C)c1=O	-0.4	19	-2	1	0	3	0	0	4	1
CN(C)S(=O)(=O)c1ccc(NC(=O)CCNC(=O)c2ccco2)cc1	0.1	6	-2	-1	-8	-1	11	-2	2	2
Cc1ccc(-n2c([O-])nc(-[n+]3ccccc3)c2C=O)cc1	-0.1	-3	-18	1	-3	3	-2	2	0	2
Cc1cc(N2CCOCC2)nc2ccc(NC(=O)CCC(=O)N3CCN(c4ccc(F)cc4)CC3)cc12	0.8	7	-4	-56	3	-4	0	-28	-8	-4
COC(=O)c1ccc(Oc2ccc3nncn3n2)cc1	-0.2	-1	-5	0	-3	0	-2	0	13	0
O=C(NCc1ccccc1F)C1CCCN1S(=O)(=O)c1ccc(Cl)cc1 (centres undefined)	-0.2	3	0	-1	1	-1	3	0	4	1
Cc1cc(NC(=O)CSc2nc3ccsc3c(=O)n2CCCCC(=O)O)no1	-0.2	7	14	2	1	3	5	1	-4	-1
COc1ccc(-c2sc3ccccc3c2-c2ccc(OCCN3CCOCC3)cc2)cc1	-0.5	4	-7	-6	10	0	-4	-3	-1	3
CC(C)(Oc1ccc(Cl)cc1)C(=O)O	0.7	-6	0	-1	5&-7	-2	-2	0	3	-1
COCC(Cc1ccccc1)NC(=O)Cn1cc(C)c(=O)[nH]c1=O (centres undefined)	0.5	-22	0	-3	1	0	-2	-2	-5	-3
COc1ccc(C2NC(c3ccc(OC)cc3)C([N+](=O)[O-])C(C)(C)C2[N+](=O)[O-])cc1 (centres undefined)	0.3	9	0	3	9	-5	1	1	0	-5
CC(C(=O)N1CCc2ccccc21)N1CCN(S(=O)(=O)c2cccs2)CC1 (centres undefined)	0.5	-6	3	-1	-7	-13	-1	3	-6	-1
Cc1ccc(Nc2c(-c3ccc(C)o3)nc3cnccn23)cc1	6.5	3	7	i	0	0	0	i	-2	2
Cc1ccc(/C=N/Nc2cc(C)nc(N3CCOCC3)n2)cc1	-0.1	1	2	-7	-9	-6	-3	1	7	-9
C=CCNC(=O)c1ccc(C)cc1Cl	-0.1	12	-4	2	0	4	1	3	8	-3
COC(=O)[C@]12CCCCC=C1N(Cc1ccco1)C(=O)[C@H](CC(=O)NCC1CCCCC1)C2	-0.1	4	1	-6	-4	-6	1	-2	-5	6
O=C(O)c1ccc(/C=N/N2CCN(Cc3cccc4ccccc34)CC2)cc1	0.5	-6	8	4	-6	-1	0	1	7	4
COCCCNC(=O)CCN1N=C(c2ccccc2)CCC1=O	0.0	-4	-12	-1	-2	3	1	7	-3	-8
COc1ccc(C2N(S(=O)(=O)c3ccc(C)cc3)CCN2S(=O)(=O)c2ccc(C)cc2)cc1	0.4	10	1	0	1	-21	1	0	-1	-2
COc1cccc(/C=C2\CC3(OC(=O)C4CCCC4)CCCN2C3)c1 (centres undefined)	0.8	/	/	-4	3	-3	0	0	-4	0
CCOc1cc(NC(=S)NC)c(OCC)cc1NC(=O)c1ccco1	0.4	-1	9	-3	-5	3	0	-1	0	-1
Cc1cc(C)c2c(N=NN3CCOCC3)[nH]nc2n1	0.4	-3	4	0	-6	-1	-2	3	3	-2
CSc1nc(N)nc(C(C)C)n1	0.2	5	5	-3	-4	-2	2	1	6	5
CCc1nnc(NC(=O)C2CCCN2S(=O)(=O)c2ccc(F)cc2)s1 (centres undefined)	-0.1	-2	0	2	-4	2	-3	1	0	7
O=C(NCc1cccnc1)c1ccccc1NC(=O)c1c(F)cccc1F	-0.5	1	8	-2	-2	0	0	0	8	-3
COc1cc(NC(=O)CCc2ccccc2)nc(OC)n1	-0.2	1	3	-2	3	-1	0	0	3	-6
CC1CC2(C)Oc3ccccc3C3OCC1(CO)C(C)C32 (centres undefined)	0.6	13	-1	3	1	2	1	3	-9	0
COc1ccc(CN2C(=O)CSC2c2ccccn2)cc1 (centres undefined)	0.3	0	-10	-8	-6	10	4	-3	7	3
Cc1cccc(N2C(=O)SC(N(C)c3ccccc3)C2=O)c1 (centres undefined)	0.0	4	5	0	3	9	3	-2	-8	-5
CN1CCN(NC(=O)c2cc(-c3ccccn3)nc3ccccc23)CC1	-0.1	1	-9	-2	-4	5	-7	-4	3	3
CCCc1cc(=O)oc2cc(C)cc(OC(C)C(=O)NCC3CCC(C(=O)O)CC3)c12 (centres undefined)	6.8	8	5	-256	3	1	1	-213	2	-9
CCC(=O)Nc1ccc(C(=O)Nc2ccc3c(c2)C(=O)N(CC2CCCO2)C3=O)cc1 (centres undefined)	-7.1	1	24	-1	17	-2	0	3	-5	2
Cc1noc(NS(=O)(=O)c2ccc(NS(=O)(=O)c3ccc(C(C)(C)C)cc3)cc2)c1C	0.1	-2	-4	3	0	-31	5	1	-18	-1

Eleven entries from above, in markdown:
| structure | KLK7 zymogen act | ASAP1 inh | ARFGAP1 inhibitor | PLCb3 inh | Rev-erbA mod | sPLA2-III inh | UHRF1 binding | PLCg1 inh | DDE Tn6 FP inh | Tn7 DDE FP |
| --- | --- | --- | --- | --- | --- | --- | --- | --- | --- | --- |
| COc1cccc(/C=C2\CC3(OC(=O)C4CCCC4)CCCN2C3)c1 (centres undefined) | 0.8 | / | / | -4 | 3 | -3 | 0 | 0 | -4 | 0 |
| CCOc1cc(NC(=S)NC)c(OCC)cc1NC(=O)c1ccco1 | 0.4 | -1 | 9 | -3 | -5 | 3 | 0 | -1 | 0 | -1 |
| Cc1cc(C)c2c(N=NN3CCOCC3)[nH]nc2n1 | 0.4 | -3 | 4 | 0 | -6 | -1 | -2 | 3 | 3 | -2 |
| CSc1nc(N)nc(C(C)C)n1 | 0.2 | 5 | 5 | -3 | -4 | -2 | 2 | 1 | 6 | 5 |
| CCc1nnc(NC(=O)C2CCCN2S(=O)(=O)c2ccc(F)cc2)s1 (centres undefined) | -0.1 | -2 | 0 | 2 | -4 | 2 | -3 | 1 | 0 | 7 |
| O=C(NCc1cccnc1)c1ccccc1NC(=O)c1c(F)cccc1F | -0.5 | 1 | 8 | -2 | -2 | 0 | 0 | 0 | 8 | -3 |
| COc1cc(NC(=O)CCc2ccccc2)nc(OC)n1 | -0.2 | 1 | 3 | -2 | 3 | -1 | 0 | 0 | 3 | -6 |
| CC1CC2(C)Oc3ccccc3C3OCC1(CO)C(C)C32 (centres undefined) | 0.6 | 13 | -1 | 3 | 1 | 2 | 1 | 3 | -9 | 0 |
| COc1ccc(CN2C(=O)CSC2c2ccccn2)cc1 (centres undefined) | 0.3 | 0 | -10 | -8 | -6 | 10 | 4 | -3 | 7 | 3 |
| Cc1cccc(N2C(=O)SC(N(C)c3ccccc3)C2=O)c1 (centres undefined) | 0.0 | 4 | 5 | 0 | 3 | 9 | 3 | -2 | -8 | -5 |
| CN1CCN(NC(=O)c2cc(-c3ccccn3)nc3ccccc23)CC1 | -0.1 | 1 | -9 | -2 | -4 | 5 | -7 | -4 | 3 | 3 |
